MC4R antag cAMP: human MC4R antagonism in cAMP assay; P32245; AID 540295; inhibition, % at 6.5 µM; MC4R-expressing cells, MTII-stimulated cAMP, LANCE TR-FRET; hit rate 0.48% among 360,000;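 active = inhibition above its plate's cutoff, the mean of tested wells on that plate plus 3 SD, cut at about 29% in these data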;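 note: 0% = Melanotan II alone and 100% = Melanotan II plus saturating MCL0020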
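Assay system: human MC4R-expressing U2OS cells; reagent: Melanotan II stimulation of cells; dosing: 6.5 µM single dose; timing: compound 30 min, challenge 1 h, detection 1 h; signal: TR-FRET cAMP assay; replicates: one well per compound, no replicates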
MC4R ag barr: agonists of human melanocortin 4 receptor (MC4R) beta-arrestin | U2OS MC4R beta-arrestin complementation, luminescence; percent of melanotan II response, DMSO zero | P32245 | activation, % at 8.9 µM | hit rate 0.98% among 360,000;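 active = activation above a per-plate cutoff, the mean activation of sample wells on that plate plus 3 SD, cut at about 8% in these data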
ABCB6 inh 2: human ABCB6 transporter inhibition. fluorescence ratio to DMSO, % at 10 µM. K562-ABCB6 porphyrin accumulation, flow cytometry, 1 h; active compounds read low. Q9NP58. AID 602162. hit rate 0.19% among 360,000;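 active = fluorescence ratio to DMSO below 75%, the collection mean minus 3 SD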;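 note: signal is porphyrin accumulated inside mitochondria; 100% equals median channel fluorescence of DMSO control wells; lower ratio means ABCB6 inhibition with less porphyrin fluorescence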
Cardio protect: myocardial damage modulation in H9c2 cells; H9c2 cardiomyocytes, H2O2 injury protection, ATPLite, 2 h; protection from H2O2 cell death, % at 20 µM; hit rate 0.63% among 360,000; AID 588492;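 active = compounds giving at least 50% protection of heart cells from peroxide-induced death in the single-dose screen, raw or plate-pattern-corrected value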;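 note: 0% = DMSO wells with peroxide and 100% = DMSO wells without peroxide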
N-glyco inh: N-linked glycosylation inhibition | D54 ERlucT glycosylation luciferase reporter, 24 h; percent of 100 nM tunicamycin response | reporter increase, % at 12.5 µM | hit rate 0.23% among 360,000;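 active = mean luciferase reporter signal, scaled so untreated is 0 and the glycosylation-blocking control 100, at or above a set limit in every replicate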;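 note: luciferase carries N-glycosylation sites so blocking glycosylation raises the light; 0% = median of neutral control wells and 100% = median of 100 nM tunicamycin wells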
PDI turbidity: PDI (human) enzyme inhibition; P07237; AID 588391; PDI insulin aggregation turbidity, A650, 90 min; hit rate 0.052% among 350,000; inhibition, % at 10 µM;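 active = mean inhibition across replicates of 30% or more, whatever share of single replicates reach that level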;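 note: absorbance from insulin aggregation driven by PDI reduction with DTT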
Target sequence (P07237 whole entry, looked up): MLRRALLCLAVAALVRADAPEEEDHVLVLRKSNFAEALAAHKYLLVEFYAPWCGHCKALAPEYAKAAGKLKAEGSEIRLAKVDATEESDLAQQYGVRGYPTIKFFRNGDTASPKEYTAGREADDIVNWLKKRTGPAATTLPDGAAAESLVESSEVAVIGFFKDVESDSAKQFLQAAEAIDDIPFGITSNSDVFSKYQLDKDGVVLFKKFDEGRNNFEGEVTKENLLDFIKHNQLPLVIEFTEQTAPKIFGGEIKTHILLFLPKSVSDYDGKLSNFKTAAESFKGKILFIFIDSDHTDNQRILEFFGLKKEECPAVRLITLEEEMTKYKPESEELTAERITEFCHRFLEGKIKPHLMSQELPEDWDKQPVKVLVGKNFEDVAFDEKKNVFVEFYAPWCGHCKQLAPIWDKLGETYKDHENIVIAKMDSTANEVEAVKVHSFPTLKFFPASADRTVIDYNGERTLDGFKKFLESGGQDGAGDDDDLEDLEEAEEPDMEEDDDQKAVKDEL
aDG glyco act: alpha-DG glycosylation activation; activation, % at 10 µM; Pro5-aDG cells, alpha-DG glycosylation AlphaScreen (IIH6); 0% Pro5, 100% B10-LARGE cell signal; hit rate 0.22% among 360,000; AID 624168;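 active = activation of at least 8% versus controls, or a plate z-score of at least 8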;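 note: Pro5 are CHO cells carrying HIG-tagged alpha-DG that lacks glycosylation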
m5-HT2A agonist: activates the mouse 5-HT2A serotonin receptor. CHO-K1 mHTR2A beta-arrestin complementation, luminescence; percent of 30 µM serotonin response. activation, % at 7.6 µM. hit rate 0.66% among 360,000. AID 624169;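 active = activation above a run cutoff, the mean activation of all tested compounds plus 3 SD, cut at about 14% in these data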;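 note: 0% = plate median of compound wells and 100% = 30 µM serotonin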
Target sequence (P35363 whole entry, looked up): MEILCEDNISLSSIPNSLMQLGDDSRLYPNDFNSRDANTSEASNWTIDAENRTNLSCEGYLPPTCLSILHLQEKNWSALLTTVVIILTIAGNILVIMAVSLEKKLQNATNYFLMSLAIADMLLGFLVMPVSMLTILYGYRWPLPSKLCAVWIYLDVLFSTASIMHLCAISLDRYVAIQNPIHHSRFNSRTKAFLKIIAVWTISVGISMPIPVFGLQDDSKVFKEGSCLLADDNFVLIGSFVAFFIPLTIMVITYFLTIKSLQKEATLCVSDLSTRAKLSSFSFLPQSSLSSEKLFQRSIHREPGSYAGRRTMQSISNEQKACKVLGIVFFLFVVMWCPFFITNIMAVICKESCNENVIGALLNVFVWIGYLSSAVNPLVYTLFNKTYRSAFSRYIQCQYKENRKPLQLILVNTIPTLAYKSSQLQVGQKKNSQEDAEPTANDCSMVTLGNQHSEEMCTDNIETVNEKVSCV
Vif imaging: inhibitors of HIV Vif. HEK293T cells, Vif self-association by quenched fluorescence, imaging, 24 h. inhibition, % at 7.49 µM. hit rate 0.35% among 340,000; in the data active = inhibition above about 50%, passing the limit was not always enough; note: some results filed as inactive read as strong as hits
CaV13 ICDI inh: Disruptors of the CACNA1D IQ motif to Ca2+-dependent inactivation inhibitor domain association, primary screening, Förster resonance energy transfer in intact living … | HEK cells, CFP/YFP FRET ICDI-IQ, plate reader, 10 min; percent FRET-ratio fall versus neutral wells | inhibition, % at 12.3 µM | hit rate 0.098% among 340,000;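 active = mean replicate inhibition of at least 30% and at least 1% of replicates passing that level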;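 note: 0% = median of the neutral control wells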
* hit, by the source's call; . = no result given. No enrichment for hits, and some 3.6% of all compounds hit somewhere here.

| SMILES | ABCB6 inh 2 | aDG glyco act | m5-HT2A agonist | MC4R antag cAMP | CaV13 ICDI inh | PDI turbidity | MC4R ag barr | Cardio protect | N-glyco inh | Vif imaging |
| --- | --- | --- | --- | --- | --- | --- | --- | --- | --- | --- |
| COC(=O)C1C(=O)N2CCCSC2=C(C#N)C1c1cccs1 (stereo unspecified) | 94 | 0.0 | -2 | 1 | -9 | -5 | 1.5 | 8 | 2 | -2 |
| CCOc1ccc(S(=O)(=O)NCCSc2ccccc2)cc1 | 98 | -0.2 | -3 | 0 | -4 | 1 | -0.6 | -8 | 1 | -11 |
| CN1C(=O)C(O)(c2sc(N)nc2-c2ccccc2)c2ccccc21 (stereo unspecified) | 88 | 0.0 | 3 | 2 | . | -1 | -2.4 | 4 | -1 | 1 |
| Cc1ccccc1OCC(=O)Nc1ccc(N2CCN(C(=O)c3ccco3)CC2)cc1 | 94 | 0.4 | 3 | -2 | -3 | 7 | 1.5 | 11 | -6 | -6 |
| CCOc1ccc2oc(C(=O)Nc3ccc4c(c3)OCO4)c(C)c2c1 | 99 | -0.1 | -12 | 7 | -3 | -7 | 0.0 | -7 | -1 | 2 |
| COC(=O)CCN1CCC(c2cc(-c3cccc(C(F)(F)F)c3)n[nH]2)CC1 | 91 | 0.1 | 12 | -2 | -19 | 2 | 0.2 | 7 | 2 | 15 |
| CCCCCCCCn1c(=O)c(C(=O)OC)c(N)c2ccccc21 | 99 | 1.4 | 2 | -10 | 4 | 5 | 0.3 | -16 | -2 | 0 |
| CCC(=O)NC(=S)Nc1ccc(S(=O)(=O)NC(C)C)cc1 | 96 | 0.0 | 1 | 12 | -7 | -2 | 0.4 | 2 | 0 | -4 |
| NS(=O)(=O)c1ccc(N2CCOCC2)c(C(=O)NCCCSc2ccccc2)c1 | 92 | 0.1 | 2 | 2 | -5 | 13 | -1.6 | 2 | 0 | 3 |
| Nc1c(Br)c(=O)[nH]c(=O)n1-c1ccc(F)cc1 | 101 | 0.1 | -6 | 7 | -9 | 3 | 0.4 | -3 | 3 | -2 |
| O=C(NCc1ccc2c(c1)OCO2)c1ccc(C2SCC(=O)N2Cc2ccco2)cc1 (stereo unspecified) | 100 | 0.1 | 3 | 12 | -5 | 1 | -1.3 | -4 | 7 | -11 |
| C/C(CC(=O)Nc1ccc2c(c1)OCCO2)=N\NC(=O)COc1ccccc1C | 95 | 0.1 | -2 | 1 | -7 | 22 | 0.6 | -4 | 0 | -7 |
| Cc1cc(C)c(NC(=O)CNC(=O)COC(=O)/C=C/c2cccs2)c(C)c1 | 97 | 0.1 | 6 | 0 | -3 | 13 | -2.3 | 6 | 1 | -12 |
| O=C(c1ccc(Br)cc1)N1CCN(c2ncccn2)CC1 | 95 | 0.1 | -3 | 3 | -6 | 7 | -0.7 | 3 | 1 | 4 |
| CC(NC(=O)CCCCCNC(=O)N1CCn2c1nc1ccccc12)c1ccccc1 (stereo unspecified) | 92 | 2.4 | 4 | 8 | -14 | 2 | -0.6 | -1 | 2 | 2 |
| O=c1c(-c2ccc(Br)cc2)coc2c(CN3CCOCC3)c(O)ccc12 | 94 | -0.1 | -7 | 0 | . | 4 | -0.8 | -4 | -2 | 0 |
| CC/C=C(/NC(C)=O)c1ccccc1 | 98 | 0.0 | -1 | 10 | -10 | 1 | -0.2 | 3 | 0 | 11 |
| COc1ccc(-n2nnnc2-c2cn(C)nc2C(F)(F)F)cc1 | 94 | 0.0 | 6 | 14 | 0 | 5 | 1.1 | -22 | 1 | -6 |
| CCC(=O)N1CCc2cc(Br)cc(S(=O)(=O)NCc3ccco3)c21 | 94 | -0.1 | -4 | 0 | . | 2 | -0.5 | 2 | 3 | -2 |
| COc1cc(OC)cc(-c2nc3ccccc3c(=O)o2)c1 | 97 | 0.1 | 4 | 4 | -5 | -8 | -2.0 | 10 | 2 | 2 |
| CC(C)C(OC(=O)CN1C(=O)c2ccccc2C1=O)C(=O)NC1CCCC1 (stereo unspecified) | 98 | 0.0 | 3 | 8 | -5 | -2 | -0.1 | 4 | 1 | -6 |
| CC1=C(C(=O)OC(C)(C)C)C(c2ccc3ccccc3c2)NC(=O)N1C (stereo unspecified) | 102 | 0.1 | -3 | 2 | -20 | 1 | -0.4 | -5 | -4 | . |
| O=C(CNC(=O)c1ccc(Cl)cc1Cl)OCc1nc2ccccc2s1 | 103 | 0.3 | 2 | 29* | -3 | -4 | 1.9 | 4 | -1 | 7 |
| CC1(C(=O)NC2CCCCCC2)CCN1C(=O)Cc1ccc(-c2ccccc2)cc1 (stereo unspecified) | 94 | 1.4 | 0 | -2 | -6 | -5 | 1.4 | -17 | 0 | -25 |
| CCN(CC)C1CCN(C(=O)c2ccc(OC3CCN(Cc4ccccn4)CC3)cc2)C1 (stereo unspecified) | 101 | 0.1 | -1 | -4 | -5 | -9 | -0.3 | 8 | -6 | 0 |
| CS(=O)(=O)N(CC(=O)N1CCN(Cc2ccc3c(c2)OCO3)CC1)C1CCCCC1 | 99 | 0.4 | 3 | 0 | 1 | 1 | 0.3 | -1 | 2 | -7 |
| OCc1ccccc1CN1CCCCCC1 | 98 | -0.2 | 1 | -5 | 1 | 6 | 4.5 | 1 | 0 | 9 |
| CC(=O)OC[C@H]1O[C@@H](n2ncc(=O)[nH]c2=O)[C@H](OC(C)=O)[C@@H]1OC(C)=O | 95 | -0.2 | 10 | 12 | . | -6 | -0.5 | 13 | -5 | -3 |
| OCC[C@H]1C[C@H](O)[C@@H](O)[C@@]2(CCc3ccccc3CO2)O1 | 91 | -0.3 | 3 | 0 | -11 | -2 | 1.6 | 5 | 2 | -4 |
| O=S1(=O)C=C(SCc2cccc(Cl)c2)Nc2ccccc21 | 95 | 0.0 | -2 | 3 | -7 | 7 | 0.4 | -6 | -2 | 1 |

Of the compounds above, 2 contain a CF3 group:
| SMILES | ABCB6 inh 2 | aDG glyco act | m5-HT2A agonist | MC4R antag cAMP | CaV13 ICDI inh | PDI turbidity | MC4R ag barr | Cardio protect | N-glyco inh | Vif imaging |
| --- | --- | --- | --- | --- | --- | --- | --- | --- | --- | --- |
| COC(=O)CCN1CCC(c2cc(-c3cccc(C(F)(F)F)c3)n[nH]2)CC1 | 91 | 0.1 | 12 | -2 | -19 | 2 | 0.2 | 7 | 2 | 15 |
| COc1ccc(-n2nnnc2-c2cn(C)nc2C(F)(F)F)cc1 | 94 | 0.0 | 6 | 14 | 0 | 5 | 1.1 | -22 | 1 | -6 |

As entered above:
OCC[C@H]1C[C@H](O)[C@@H](O)[C@@]2(CCc3ccccc3CO2)O1 in CaV13 ICDI inh → -11
CCOc1ccc2oc(C(=O)Nc3ccc4c(c3)OCO4)c(C)c2c1 in MC4R antag cAMP → 7
C/C(CC(=O)Nc1ccc2c(c1)OCCO2)=N\NC(=O)COc1ccccc1C in Vif imaging → -7

Later entries.
| SMILES | ABCB6 inh 2 | aDG glyco act | m5-HT2A agonist | MC4R antag cAMP | CaV13 ICDI inh | PDI turbidity | MC4R ag barr | Cardio protect | N-glyco inh | Vif imaging |
| --- | --- | --- | --- | --- | --- | --- | --- | --- | --- | --- |
| COc1ccc(/C=C2\SC(=O)N(CC(=O)N(C)C3CCS(=O)(=O)C3)C2=O)cc1 (stereo unspecified) | 94 | -0.2 | 1 | -2 | -4 | 1 | -3.0 | -1 | 1 | 0 |
| CCCC(C)(C)C(=O)N1CCC1(C)C(=O)NS(=O)(=O)c1cccc(Cl)c1 (stereo unspecified) | 96 | 0.2 | 8 | 1 | -4 | -1 | 0.5 | 3 | 2 | . |
| N#Cc1cccc(NC(=O)CCC2CCCC2)c1 | 98 | 0.2 | 0 | 11 | . | 0 | 1.6 | 7 | -1 | -4 |
| Cc1cc(C(=O)C[N+]2(C)CCOCC2)c(C)n1-c1ccc(Br)cc1 | 94 | -0.1 | 0 | -4 | -7 | 5 | -3.1 | -6 | -5 | 0 |
| CCOc1ccc(NC(=O)CCCc2cc(-c3ccc(OCC)cc3)on2)cc1 | 90 | 0.1 | 9 | 4 | -5 | 1 | 1.3 | 8 | 0 | 7 |
| OCC[C@@H]1C[C@H](O)[C@@H](O)[C@]2(OCCc3cc(Cl)ccc32)O1 | 100 | 0.0 | 1 | . | -7 | . | . | 3 | 0 | 2 |
| O=C(COC(=O)CCC1CCCC1)NCc1ccc(Cl)cc1 | 94 | -0.3 | 0 | 6 | -3 | -2 | 2.7 | -6 | 1 | 6 |
| COc1ccccc1-c1cc(C(=O)NC(C)C)no1 | 100 | -0.1 | 0 | 0 | -8 | -6 | -1.2 | -8 | 0 | 7 |
| CN(C)S(=O)(=O)c1ccc(C(=O)Nc2cccnc2)cc1 | 101 | -0.3 | 4 | 4 | -1 | -1 | -0.8 | 5 | 0 | -3 |
| CCOC(=O)C1(C)CCCCCN1C(=O)c1ccco1 (stereo unspecified) | 106 | -0.2 | 1 | -2 | -9 | -12 | -0.7 | -1 | 0 | -9 |
| Cc1nn(C)cc1CN(C)C(=O)c1nn2c(c1Cl)NC(c1cccs1)CC2C(F)(F)F (stereo unspecified) | 98 | 0.3 | 5 | -7 | -16 | -2 | 0.9 | -8 | 1 | -1 |
| O=C(COS(=O)c1ccccc1)Nc1cc(Cl)ccc1N1CCOCC1 (stereo unspecified) | 107 | 0.1 | -3 | 3 | 5 | 17 | -0.4 | 4 | 1 | -5 |
| Cc1ccc(S(=O)(=O)N2CCN(c3cccc(C)c3)CC2)cc1 | 101 | 0.0 | -1 | -2 | -4 | 5 | 0.3 | -10 | -3 | -3 |
| O=C(c1cccc(Cl)c1)N1CCCC(C(=O)N2CCN(c3ccccc3)CC2)C1 (stereo unspecified) | 95 | 0.1 | 0 | -4 | . | 4 | -3.3 | -1 | -1 | -4 |
| CCCn1c(N)c(N(CCOC)C(=O)c2ccc([N+](=O)[O-])cc2Cl)c(=O)[nH]c1=O | 94 | -0.1 | 8 | 9 | -4 | -11 | -0.6 | 1 | 1 | 67* |
| O=C(/C=C\Nc1ccc(Cl)cn1)c1ccc(Br)cc1 | 97 | 0.0 | -1 | 4 | -4 | -1 | -3.3 | -2 | 3 | -2 |
| CCOC(=O)N1CCN(Cc2c(F)cccc2F)CC1 | 102 | 0.0 | 5 | 13 | -5 | 2 | -1.0 | -5 | 0 | -6 |
| Cc1ccc(C(=O)Nc2cccnc2)cc1NC(=O)c1ccco1 | 96 | -0.2 | -7 | 2 | -4 | -12 | -1.4 | 12 | 6 | -5 |

Assay outcomes deposited in PubChem BioAssay by several laboratories.
